KB-3-1 cytotox = kills parental KB-3-1 adenocarcinoma cells; 1.4% of 400,000 active; Potency, µM (highest dose often 46.1 µM), inactives show at the top dose activity change, negative = cytotoxic, actives largely listed as cytotoxic; KB-3-1 viability, CellTiter-Glo ATP luminescence, 72 h; AID 1347075; further: potency means the concentration at half of the fitted maximal effect; on the % scale 0 is the no-effect control and ±100 the full control effect; nearly all actives have a fitted effect of over 60% in size
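Screening of KB-3-1 cells (DMEM, 10% FBS, phenol-red free) ran from lowest to highest compound concentration; after 72 h at 37 °C viability was read luminescently and curves fitted.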
WRN inhibitor = WRN helicase (human) inhibition; Q14191; WRN helicase unwinding, fluorescent forked duplex, kinetic; Potency, µM (series often up to 114 µM), inactives show at the highest dose activity change, negative = inhibition, actives largely listed as inhibitors; 0.46% of 360,000 active; further: potency means the concentration at half of the fitted maximal effect; on the % scale 0 is the no-effect control and ±100 the full control effect; nearly all actives have a fitted effect of over 55% in size
Target sequence (Q14191 whole entry, looked up): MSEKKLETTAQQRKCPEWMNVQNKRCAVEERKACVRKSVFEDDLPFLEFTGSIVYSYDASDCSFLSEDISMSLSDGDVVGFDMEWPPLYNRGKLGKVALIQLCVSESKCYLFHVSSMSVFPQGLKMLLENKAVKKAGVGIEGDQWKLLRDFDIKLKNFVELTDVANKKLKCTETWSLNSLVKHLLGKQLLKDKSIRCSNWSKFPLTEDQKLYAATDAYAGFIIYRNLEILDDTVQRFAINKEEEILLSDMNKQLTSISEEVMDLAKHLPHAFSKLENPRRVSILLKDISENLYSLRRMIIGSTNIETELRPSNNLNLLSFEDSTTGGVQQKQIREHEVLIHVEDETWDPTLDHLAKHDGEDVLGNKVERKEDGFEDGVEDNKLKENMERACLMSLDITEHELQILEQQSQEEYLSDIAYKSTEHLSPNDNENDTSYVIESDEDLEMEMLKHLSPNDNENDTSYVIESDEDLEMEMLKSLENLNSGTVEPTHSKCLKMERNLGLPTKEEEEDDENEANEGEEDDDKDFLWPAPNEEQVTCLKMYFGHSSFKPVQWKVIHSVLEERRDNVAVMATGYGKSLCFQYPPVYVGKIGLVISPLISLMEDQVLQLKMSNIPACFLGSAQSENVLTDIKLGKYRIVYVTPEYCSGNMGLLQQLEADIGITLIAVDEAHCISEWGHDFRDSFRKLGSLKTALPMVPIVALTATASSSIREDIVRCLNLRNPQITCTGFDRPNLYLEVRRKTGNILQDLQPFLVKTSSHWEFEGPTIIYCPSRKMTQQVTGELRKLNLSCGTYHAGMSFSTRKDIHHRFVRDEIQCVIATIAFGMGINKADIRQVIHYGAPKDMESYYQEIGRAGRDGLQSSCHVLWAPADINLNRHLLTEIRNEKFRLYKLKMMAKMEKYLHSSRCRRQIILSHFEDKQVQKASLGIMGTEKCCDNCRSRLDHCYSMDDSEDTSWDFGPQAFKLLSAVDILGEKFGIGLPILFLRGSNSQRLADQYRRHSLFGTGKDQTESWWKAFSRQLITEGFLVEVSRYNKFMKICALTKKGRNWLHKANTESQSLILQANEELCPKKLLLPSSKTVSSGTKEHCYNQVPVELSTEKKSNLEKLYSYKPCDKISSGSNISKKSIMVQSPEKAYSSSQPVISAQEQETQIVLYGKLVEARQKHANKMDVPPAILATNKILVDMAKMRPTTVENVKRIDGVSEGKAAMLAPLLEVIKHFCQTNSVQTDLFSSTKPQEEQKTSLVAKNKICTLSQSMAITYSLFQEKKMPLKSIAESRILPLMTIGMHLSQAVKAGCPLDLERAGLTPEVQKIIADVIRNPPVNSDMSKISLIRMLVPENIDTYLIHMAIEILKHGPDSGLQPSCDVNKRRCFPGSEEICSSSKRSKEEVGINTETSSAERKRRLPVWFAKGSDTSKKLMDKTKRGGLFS
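Kinetic red-fluorescence monitoring (525/598 nm) tracks WRN helicase activity after 100 nM fluorophore-quencher forked duplex and 2 mM ATP are added to 20 nM enzyme pretreated 15 min at room temperature with compound.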
KB-V1 cytotox = kills drug-selected multidrug resistant KB-V1 cells; AID 1347076; 3.4% of 400,000 active; Potency, µM (titrated, usually from 46.1 µM), for the others: at the top dose activity change, negative = cytotoxicity, most hits filed as cytotoxic; KB-V1 MDR cells viability, CellTiter-Glo, 72 h; further: potency means the concentration at half of the fitted maximal effect; on the % scale 0 is the no-effect control and ±100 the full control effect; nearly all actives have a fitted effect of over 60% in size
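qHTS viability screen in drug-selected KB-V1 MDR cells: 72 h compound treatment at 37 degrees C, ATP luminescence end point.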
ATXN2 expr inh = inhibitors of ATXN2 expression; HEK-293 ATXN2-luciferase reporter, luminescence, 24 h; Potency, µM (series often up to 57 µM), inactives show at the top dose activity change, negative = inhibition, usual class: inhibitors; 0.72% of 360,000 active; AID 1745845; further: potency means the concentration at half of the fitted maximal effect; on the % scale 0 is the no-effect control and ±100 the full control effect; nearly all actives have a fitted effect of over 55% in size
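qHTS (up to 57 uM final) was run with 24 h compound exposure of reporter cells at 37 °C. Each well was multiplexed: SteadyGlo luminescence measured ATXN2-luciferase expression after a fluorogenic Gly-Phe-AFC viability readout (25 uM final).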
HT1080NT lethal = kills 2HG-producing HT-1080-NT fibrosarcoma cells | HT-1080-NT fibrosarcoma viability, CellTiter-Glo ATP luminescence, 48 h | Potency, µM (top dose mostly 46.1 µM), without a hit: at the top dose activity, negative = less viability, hits mostly cytotoxic | 1.6% of 360,000 active | AID 686970;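 further: NT is the 2HG producing partner of a matched IDH1 knockdown line; potency means the concentration at half of the fitted maximal effect; 0% = DMSO-treated cells and -100% = media-only wells without cells; nearly all actives have a fitted effect of over 55% in size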
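Read-out is CellTiter-Glo luminescence after 10 minutes at room temperature, following 48 hours' compound treatment of HT-1080-NT cells (750 cells/well, RPMI, 5% FBS, 37 degrees C).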
HT1080 IDH1KD tx = toxicity to HT-1080 IDH1 knockdown cells (counter line); 2% of 360,000 active; HT-1080 IDH1 knockdown viability, ATP luminescence, 48 h; AID 686971; Potency, µM (series often up to 46.1 µM), for the others: at the highest dose activity, negative = toxicity, usual class: cytotoxic;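 further: potency means the concentration at half of the fitted maximal effect; 0% = DMSO wells and -100% = cell-free medium wells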
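In this qHTS, HT-1080 cells depleted of IDH1 are exposed for 48 h at 37 °C to compound titrations. Toxicity is scored from CellTiter-Glo luminescence, with DMSO as full viability and medium alone as none.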
MCF10A rereplic = DNA re-replication induction in MCF 10a cells. MCF 10A DNA re-replication, Hoechst nuclear intensity, 48 h. Potency, µM (top dose mostly 46.1 µM), inactives show top-dose activity, positive = re-replication, usual class: activators. 2.9% of 350,000 active. AID 624296; further: potency means the concentration at half of the fitted maximal effect; % of control where 0% means no effect; nearly all actives have a fitted effect of over 50% in size
IL1B secr inh = inflammasome signaling inhibition, IL-1 beta readout. THP-1 LPS/ATP IL-1B secretion, AlphaLISA, 16 h; hits give low values. activity change, % at 57.5 µM. 4.7% of 360,000 active; in the data active means activity change below about -50%; inconclusive means mostly about -30% to -49%; further: on the % scale 0 is the no-effect control and ±100 the full control effect
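THP-1 cells pretreated 1 hr with compounds (up to 57.5 uM final), then stimulated with LPS (250 ng/mL final) plus ATP (1.25 mM final); secreted IL-1B measured by AlphaLISA after 16 hr, decreased signal indicating inhibition.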
SW480 rereplic = induces DNA re-replication in SW480 colon adenocarcinoma cells; SW480 DNA re-replication, Hoechst DNA content imaging, 48 h; Potency, µM (top dose mostly 46.1 µM), for the others: top-dose re-replication activation, most hits filed as activators; 1.8% of 340,000 active; further: potency means the concentration at half of the fitted maximal effect; % of control where 0% means no effect; nearly all actives have a fitted effect of over 55% in size
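Hoechst fluorescence of nuclei (405 nm excitation, 500-530 nm emission) measured by plate-scanning imager after 48 hr compound exposure at 37 C; re-replication scored as increased number of nuclei with elevated intensity.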
The depositor's hits bear a star; ? = inconclusive; . = not tested or not shown; & = joins results of further samples; [ ] = dose if it differs, or a comment. Unless noted, the call rests on the fitted dose curve; in most records, active means well fitted curve in the direction sought with a large enough effect; inconclusive means small, poorly fitted or top-dose-only effect, or another doubt; inactive means no such curve, though single readings can be large; an effect the other way counts as inactive or inconclusive. The order is random. Share with any hit: about 12%.

SMILES	KB-3-1 cytotox	WRN inhibitor	KB-V1 cytotox	ATXN2 expr inh	HT1080NT lethal	HT1080 IDH1KD tx	MCF10A rereplic	IL1B secr inh	SW480 rereplic
O=C(O)CC1c2ccccc2CCN1S(=O)(=O)c1ccccc1 (stereo unspecified)	-4%	-1%	0%	2%	12%	11%	?	21	-2%
CCOc1ccc(S(=O)(=O)N2CCN(C(=O)c3cc4c(s3)CCCC4)CC2)cc1	12µM*	-8%	3.3µM*	9%	-3%	-1%	10%	-3	8%
O=C(CSC1=N/C(=C/c2ccco2)C(=O)N1c1ccc(OC(F)F)cc1)NC1CCS(=O)(=O)C1 (stereo unspecified)	18%	1%	0%	-15%	0%	-2%	-7%	?	2%
CCCCN(C1CCS(=O)(=O)C1)S(=O)(=O)c1ccc(C(C)C)cc1 (stereo unspecified)	0%	-1%	-4%	-7%	-7%	-26%	-2%	-4	2%
COc1ccc(C2(C(=O)Nc3ccc(C(=O)N4CCOCC4)cc3)CCOCC2)cc1	-4%	10%	-3%	0%	1%	2%	-5%	-20	-5%
CCC(Oc1ccccc1OC)C(=O)Nc1ccc2c(c1)n(C)c(=O)n2C (stereo unspecified)	-26%	-8%	11%	3%	-3%	-4%	6%	-24	-9%
Cc1ccccc1-c1nc(S(=O)(=O)c2ccccc2)c(NCCN2CCOCC2)o1	14%	5%	-28%	.	-2%	-7%	.	-25	.
c1ccc(-c2csc(NC3=NCCCCC3)n2)cc1	-12%	6%	2%	-12%	-18%	21%	-24%	0	-2%
O=C(/C=C/c1ccc(S(=O)(=O)N2CCOCC2)cc1)NC(CO)C(O)c1ccc([N+](=O)[O-])cc1 (stereo unspecified)	-2%	-1%	?	-4%	2%	17%	12%	-1	-2%
CC(=O)N1CCN(c2ccc(S(=O)(=O)N3CCCCC3)cn2)CC1	-1%	-7%	-4%	-3%	-1%	-3%	-5%	-4	0%
Cc1cc(=O)oc2cc(OC(=O)CCCCCN3C(=O)c4ccccc4C3=O)ccc12	-3%	1%	-4%	15%	21%	24%	-44%[inhibitor]	15	-5%
CN1CCN(CCCNC(=O)Cn2nc(-c3ccccc3)ccc2=O)CC1	5%	-1%	-8%	-12%	0%	-2%	18%	4	18%
Cc1ccc(C(=O)N/C(=C/c2cn(-c3ccccc3)nc2-c2ccccc2)C(=O)O)cc1	0%	-7%	0%	.	0%	-1%	-1%	-15	5%
O=C(CCN1C(=O)c2ccccc2C1=O)N1CCN(Cc2ccccc2)CC1	0%	-16%[57.1 µM]	2%	2%	-7%	1%[9.24 µM]	0%	-1	-6%
O=C(NNC(=O)c1ccccc1O)c1ccc(NS(=O)(=O)c2ccc(F)cc2)cc1	?	-17%	?	?	?	?	11%	105	?
Cc1onc(-c2c(F)cccc2Cl)c1C(=O)Nc1nnc(C2CC2)s1	-9%	-4%	-13%	-8%	-14%	-17%	2%	13	-13%
O=c1[nH]c2ccc(S(=O)(=O)Nc3ccc(Cl)cc3)cc2[nH]1	-3%	3%	9%	-9%	2%	2%	1%	0	?
Cc1cccc(S(=O)(=O)N(C)C[C@@H]2OCc3cnnn3CCCC(=O)N([C@@H](C)CO)C[C@@H]2C)c1	-4%	-4%	23%	6%	11%	1%	.	4	.
O=C(Nc1ccc(S(=O)(=O)N2CCOCC2)cc1)c1ccc2ncsc2c1	-7%	-6%	-5%	.	-2%	4%	-3%	11	-4%
COc1ccc(C(C)=O)cc1COC(=O)c1ccc2c(c1)OCCO2	12%	-5%	18%	-7%	-1%	-1%	7%	19	-14%

Reprinted at random: 4 records from the list
SMILES	KB-3-1 cytotox	WRN inhibitor	KB-V1 cytotox	ATXN2 expr inh	HT1080NT lethal	HT1080 IDH1KD tx	MCF10A rereplic	IL1B secr inh	SW480 rereplic
Cc1ccccc1-c1nc(S(=O)(=O)c2ccccc2)c(NCCN2CCOCC2)o1	14%	5%	-28%	.	-2%	-7%	.	-25	.
COc1ccc(C2(C(=O)Nc3ccc(C(=O)N4CCOCC4)cc3)CCOCC2)cc1	-4%	10%	-3%	0%	1%	2%	-5%	-20	-5%
CCC(Oc1ccccc1OC)C(=O)Nc1ccc2c(c1)n(C)c(=O)n2C (stereo unspecified)	-26%	-8%	11%	3%	-3%	-4%	6%	-24	-9%
c1ccc(-c2csc(NC3=NCCCCC3)n2)cc1	-12%	6%	2%	-12%	-18%	21%	-24%	0	-2%

(list continues)
SMILES	KB-3-1 cytotox	WRN inhibitor	KB-V1 cytotox	ATXN2 expr inh	HT1080NT lethal	HT1080 IDH1KD tx	MCF10A rereplic	IL1B secr inh	SW480 rereplic
C=CCN1C(=O)C(CC(=O)NCC)SC1=Nc1ccccc1CC (stereo unspecified)	-1%	2%	-28%	-8%	-11%	-2%	0%	-1	-12%
Cc1c(O)ccc2c(CN3CCN(C/C=C/c4ccccc4)CC3)cc(=O)oc12	?	-3%	?	?	?	?	-2%	-77*	22%
Cc1cc(C)cc(NC(=O)Cn2nnc(C(=O)NCc3cccs3)c2N)c1	0%	-14%	-4%	-15%	?	?	1%	80	20%
CC(C)(C)C(=O)NC1(C(F)(F)F)NC(=O)N(c2ccc(F)cc2)C1=O (stereo unspecified)	1%&11%	3%	-6%&8%	2%&5%	-9%	-5%	-5%	13	-2%
COC1=C(Br)C(=O)c2nc(C)ccc2C1=O	-6%	50µM*	-2%	.	-5%	-22%	.	-28	.
O=C(c1ccc(F)cc1)c1cnc(Nc2ccccc2)s1	-1%	10%	-16%	25%	?	?	?	-22	?
Cc1nnc(NC(=O)c2ccccc2NC(=O)c2ccccc2)s1	-16%	-8%	?	.	-6%	-13%	2%	16	0%
CCC(=O)N1c2ccc(S(=O)(=O)N3CCN(c4ccccc4Cl)CC3)cc2CC1C (stereo unspecified)	-26%&-18%	-10%	?	-15%	?	-22%	8%	12	-4%
Nc1c(C(=O)NC2CCCCC2)nsc1C(=O)OCC(=O)NC1CCCCC1	-6%	-3%	-4%	-13%	-9%	-25%	6%	-20	1%
Cc1nnc(SCC(=O)NCCOc2ccc(Cl)cc2)n1-c1ccccc1	9%	5%	5%	3%	-1%	3%	-2%	21	-6%
COc1ccccc1CNC(=O)CN1C(=O)c2cccc(N)c2C1=O	15%	0%	-25%	30%	-2%	7%	5%	-1	17%
CCCC(=O)N1CCCC1(C)C(=O)Nc1cc(C)ccc1C (stereo unspecified)	0%	4%	4%	17%	?	20%	.	28	.
COCCCNC(=O)CS(=O)(=O)Cc1nc(-c2ccccc2C)oc1C	41%	3%	0%	-23%	6%	-1%	-2%	-17	-17%
CC(=O)C1=C(C)NC(SCC(N)=O)=C(C#N)C1c1ccco1 (stereo unspecified)	4%	-4%	?	10%	7%	2%	-1%	-12	-11%
COC(=O)CSc1nnc(-c2ccc(S(=O)(=O)NCc3cccs3)cc2)o1	0%	2%	18%	5%	2%	9%	9%	-16	-1%
CCC(C)NS(=O)(=O)c1ccc(S(=O)(=O)Nc2cc3c(cc2C(C)=O)OCO3)cc1 (stereo unspecified)	-2%	-2%	?	-17%	2%	-11%	-6%	19	-3%
Cc1cccn2c(=O)c3cc(C(=O)NC(C)c4ccccc4)c(=N)n(CCCn4ccnc4)c3nc12 (stereo unspecified)	?	7%	3%	-17%	?	?	21µM*	-83*	16µM*
NS(=O)(=O)c1cccc(NC(=O)COC(=O)CCN2C(=O)c3ccccc3C2=O)c1	17%	4%	22%	10%	11%	7%	0%	-7	-13%
COc1ccc(Cn2nnnc2C(c2ccccc2)N2CCN(C3CCCC3)CC2)cc1 (stereo unspecified)	-12%	13%	-7%	2%	-5%	1%	-12%	0	-2%
O=c1[nH]c2cc3c(cc2cc1CN(CCO)S(=O)(=O)c1ccccc1Cl)OCCO3	0%	-3%	?	1%	-6%	2%	21%	-12	7%
Cc1ccccc1CSc1nncn1N	13%	11%	16%	1%	14%	17%	-2%	1	0%
O=C(c1ccccc1)N1CCCCCC1	6%	-4%	21%	0%	12%	17%	-3%	-9	-1%
Cc1ccc2ccccc2c1C(O)c1ncc(-c2cccc(C(F)(F)F)c2)[nH]1 (stereo unspecified)	-2%	-7%	-5%	-23%	?	-27%	.	32	.
CC(=O)NC(=S)Nc1ccc(NC(=O)COc2ccc(Cl)cc2Cl)cc1	4%	-3%	11%	-32%	?	?	8%	?	3%
O=C(CN(Cc1ccco1)C(=O)c1cccc(Cl)c1)Nc1c(Cl)cc(Cl)cc1Cl	-5%	0%	0%	-1%	-4%	-18%	2%	34	4%
CC(=O)NC12CC3CC(C1)CC(C(=O)N(C)CC(=O)Nc1ccc(F)c(F)c1F)(C3)C2	5%	-2%	-17%	.	5%	1%	-4%	5	-4%
COc1cccc(N2CCN(C(=O)NC3CCCCC3)CC2)c1	-6%	8%	-5%	-1%	1%	8%	-8%	-12	-3%
O=C(O)COc1ccccc1/C=N/NC(=O)c1ccc(F)cc1	6%	-8%	0%	2%	9%	5%	3%	15	-1%
O=C(O)c1sccc1S(=O)(=O)N1CCCCC1	-3%	6%	0%	.	3%	2%	.	12	.
COc1ccc(NC(=O)CN(C)C(=O)c2cn(-c3ccccc3)nc2-c2cccnc2)cc1	?	-5%	-28%	-2%	-1%	-4%	10%	14	-2%
CC(C)n1nc(C(=O)NCCCN2CCCC2=O)c2ccccc2c1=O	-5%	-36%	?	-14%	-4%	-4%	-1%	-3	-4%
CC1CCN(CCNC(=O)CCS(=O)(=O)c2ccc(Br)cc2)CC1	0%	-22%	-11%	1%	-3%	-3%	24%	-12	-4%
CCc1ccc(-c2csc(NC(=O)C3CCCO3)c2C(=O)OC(C)C)cc1 (stereo unspecified)	-11%	-15%	-16%	20%	-17%	?	26µM*	9	?
CCNC(=O)CC1C(=O)N(c2ccc(F)cc2)C(=O)N1CCc1sccc1C (stereo unspecified)	20%	-2%	8%	3%	8%	19%	-4%	14	6%
O=C(O)C(O)(c1ccccc1)C(O)c1ccccc1 (stereo unspecified)	1%	?	4%	-17%	14%	22%	40%	13	0%

Source: PubChem BioAssay (National Center for Advancing Translational Sciences (NCATS))
